NPR1 activator = GC-A (human) enzyme activation. actives 0.14% (n = 370,000). activation, % at 10 µM. P16066. HEK293 GC-A cells, cGMP TR-FRET, EC30 ANP; 0% at EC30 ANP, 100% saturating ANP; in the data active = activation above about 40%
Target sequence (P16066 whole entry, looked up): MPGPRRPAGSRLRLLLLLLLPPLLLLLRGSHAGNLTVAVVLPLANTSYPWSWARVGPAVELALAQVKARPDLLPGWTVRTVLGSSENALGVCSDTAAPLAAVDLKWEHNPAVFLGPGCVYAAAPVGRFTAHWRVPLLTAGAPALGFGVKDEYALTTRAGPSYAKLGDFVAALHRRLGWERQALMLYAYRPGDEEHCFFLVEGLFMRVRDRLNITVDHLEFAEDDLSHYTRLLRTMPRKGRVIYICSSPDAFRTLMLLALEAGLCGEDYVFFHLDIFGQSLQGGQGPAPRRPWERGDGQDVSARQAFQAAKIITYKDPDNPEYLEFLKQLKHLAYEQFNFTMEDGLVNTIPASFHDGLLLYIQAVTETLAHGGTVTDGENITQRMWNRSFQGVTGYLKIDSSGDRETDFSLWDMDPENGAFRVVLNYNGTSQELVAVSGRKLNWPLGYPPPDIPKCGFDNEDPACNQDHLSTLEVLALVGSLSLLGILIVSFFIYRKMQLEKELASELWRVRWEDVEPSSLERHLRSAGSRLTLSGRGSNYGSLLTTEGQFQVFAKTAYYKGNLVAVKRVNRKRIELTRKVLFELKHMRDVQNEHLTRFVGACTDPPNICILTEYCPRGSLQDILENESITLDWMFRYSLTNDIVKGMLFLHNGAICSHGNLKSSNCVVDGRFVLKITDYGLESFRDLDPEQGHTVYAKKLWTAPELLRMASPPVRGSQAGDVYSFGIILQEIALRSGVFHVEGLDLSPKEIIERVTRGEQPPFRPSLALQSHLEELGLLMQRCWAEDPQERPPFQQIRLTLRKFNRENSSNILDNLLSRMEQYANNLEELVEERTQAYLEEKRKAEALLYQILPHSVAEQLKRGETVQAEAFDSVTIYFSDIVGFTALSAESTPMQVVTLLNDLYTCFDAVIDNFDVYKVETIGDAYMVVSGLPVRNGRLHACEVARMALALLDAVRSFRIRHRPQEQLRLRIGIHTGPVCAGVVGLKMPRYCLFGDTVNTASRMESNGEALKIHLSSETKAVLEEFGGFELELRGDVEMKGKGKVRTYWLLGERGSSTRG
hgDAF-12 ag = activates the H. glycines DAF-12 receptor ligand-binding domain. activation, % at 6.8 µM. actives 1.8% (n = 370,000). HEK293 GAL4-hgDAF12 UAS-luciferase reporter, agonist luminescence; normalized to butyrate control;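 active = activation above a cutoff set at the mean of all screened compounds plus 3 SD, cut at about 10% in these data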;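 note: 0% = DMSO wells and 100% = sodium butyrate wells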
sPLA2-III inh = Blocks human group III sPLA2 activity; Q9NZ20; QFRET BODIPY PC-A2 liposome hydrolysis, fluorescence; inhibition, % at 12.2 µM; AID 743126; actives 0.56% (n = 370,000);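 active = inhibition above mean plus 3 SD of compounds lying within the high and low control bounds, cut at about 19% in these data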;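 note: 0% = median of test compound wells and 100% = no enzyme DMSO wells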
GAA850 FXN act = increases GAA850 frataxin promoter reporter activity; HEK293 lucGAA850 FXN promoter luciferase reporter, 24 h; percent of 10 µM SAHA response; activation, % at 6 µM; actives 0.56% (n = 360,000); AID 540364;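 active = activation above the average of all compounds screened plus 3 SD, cutoff fixed separately per campaign, cut at about 7.5% in these data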;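 note: 0% = DMSO wells and 100% = 10 µM SAHA wells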
hcDAF-12 act = activates DAF-12 receptor from parasite H. contortus | HEK293 hcDAF-12 lit1-tk-luc reporter, luminescence; 0% DMSO, 100% Δ7-dafachronic acid | activation, % at 6.8 µM | actives 1.4% (n = 370,000) | AID 652067;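 active = activation above the mean of all tested compounds plus 3 SD, cut at about 5.5% in these data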;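 note: 100% = response to 3 µM Δ7-dafachronic acid high control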
ssDAF12 agonist = S. stercoralis DAF-12 activation, primary screen. actives 1% (n = 370,000). AID 652126. HEK293 ssDAF-12/GRIP1 lit1-tk-luc reporter, luminescence; % of 3 µM dafachronic acid response. activation, % at 6.8 µM;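 active = activation above the mean over all tested compounds plus 3 SD, cut at about 0.9% in these data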;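 note: 0% = DMSO-only wells and 100% = 3 µM delta7-dafachronic acid wells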
GC-B act = GC-B (human) receptor activation; P20594; HEK293-GC-B cells, CNP EC30, cGMP TR-FRET; 0% at EC30 CNP, 100% saturating CNP; activation, % at 10 µM; actives 0.11% (n = 370,000); AID 1920062;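 active = activation at 10 µM reaching about 35% in either raw or pattern-adjusted values, limit read from the data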
DAX1 inh-1 = inhibitors of human orphan nuclear receptor DAX1 (NR0B1). HEK293 Gal4-DAX1 luciferase reporter, luminescence. inhibition, % at 6.75 µM. actives 0.99% (n = 340,000). AID 504766;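 active = inhibition above the mean over all tested compounds plus 3 SD, cut at about 4.2% in these data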;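 note: 0% = DAX1-transfected cells with DMSO and 100% = empty-vector control cells with DMSO; inhibition shows as a rise in luminescence from relieved DAX1 repression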
ADAM10 inh = ADAM10 inhibition, QFRET primary screen; O14672; recombinant ADAM10, EDANS/DABCYL FRET peptide cleavage, 3 h; inhibition, % at 7 µM; actives 0.62% (n = 370,000);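 active = inhibition above a per-campaign cutoff equal to the mean of compounds falling between control-based bounds plus 3 SD, cut at about 20% in these data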;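 note: 0% = DMSO wells while the 100% control is not disclosed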
DAX1 inh-2 = blocks DAX1 repression of SF-1 activated StAR promoter. actives 1.1% (n = 370,000). HEK293T StAR-luciferase reporter, SF-1/DAX-1 repression relief. AID 652010. inhibition, % at 6.8 µM;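 active = inhibition above the mean over all tested compounds plus 3 SD, cut at about 3.6% in these data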;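 note: 0% = DAX-1 cells with DMSO and 100% = cells lacking DAX-1 with DMSO; higher inhibition means more luminescence from relief of DAX-1 repression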
SMARCA2 act = SMARCA2 function activation, primary screen. activation, % at 9.1 µM. MG213 cells, MMTV-luciferase reporter, dexamethasone, overnight. actives 1% (n = 370,000); in the data active = activation above about 7.8%;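 note: 0% = vehicle wells and 100% = reference activator wells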
* marks the source's active call; other numbers are inactive results; i = inactive; . = no result given. No enrichment for hits (roughly 6.6% active in at least one column).

SMILES | NPR1 activator | hgDAF-12 ag | sPLA2-III inh | GAA850 FXN act | hcDAF-12 act | ssDAF12 agonist | GC-B act | DAX1 inh-1 | ADAM10 inh | DAX1 inh-2 | SMARCA2 act
COc1cccc(-c2nc(C(=O)NCCCN3CCOCC3)cc3c2[nH]c2ccccc23)c1 | 30 | -5.1 | -17 | 1.5 | 2.5 | -1.4 | 30 | 0.5 | i | -1.4 | 4
CCOC(=O)C(C)Sc1nc2c(c(=O)[nH]c(=O)n2C)n1C/C=C(/C)Cl (centres undefined) | -3 | -0.7 | 0 | 0.9 | 0.0 | -0.9 | 2 | -0.2 | 7 | 0.1 | 5
O=C(NNC(=O)c1cc(-c2ccc(Cl)c(Cl)c2)nc2ccccc12)Nc1ccccc1 | -6 | -2.2 | -7 | -0.5 | -0.9 | -1.4 | -4 | -0.1 | -1 | -0.8 | 1
COc1ccc(NC(=O)Cc2c(SC)c3ccccc3n2Cc2ccccc2)cc1 | -4 | 1.8 | -2 | 0.9 | 3.5 | -1.8 | 4 | 0.8 | -2 | -0.6 | -3
S=C(c1ccc(-c2ccc(Br)cc2)o1)N1CCOCC1 | 28 | 12* | 14 | 5.6 | 3.2 | 0.0 | 36* | . | 5 | 1.9 | 0
COc1ccc(CC(=O)NC2CCCCCC2)c(OC)c1 | 2 | -1.6 | 5 | 0.9 | -0.3 | -1.1 | 3 | 0.3 | 8 | 0.0 | 0
CC1CCN(CC(=O)Nc2ccc(S(=O)(=O)NC3CC3)cc2)CC1 | 3 | -0.1 | -2 | 1.2 | -1.4 | -1.3 | -1 | 1.7 | 0 | 0.2 | -2
CN(C)S(=O)(=O)c1cccc(NC(=O)COC(=O)C2(c3ccccc3F)CCCC2)c1 | -2 | -2.5 | -46 | -0.2 | -1.3 | -2.0 | -3 | -0.6 | 28* | -1.0 | -4
CCN(CC)CCNC(Cc1ccccc1)c1cccc(OC)c1 (centres undefined) | -10 | -0.6 | -9 | 1.2 | 3.1 | -0.3 | -12 | 0.9 | 1 | -0.5 | -2
O=C(O)c1ccnc(SCC(=O)c2ccccc2)c1 | -2 | -2.1 | 9 | 0.2 | -1.4 | -1.2 | 1 | 0.5 | -6 | 0.0 | -3
COC(=O)C(C)Sc1nc2c(cnn2-c2ccc(F)cc2)c(=O)[nH]1 (centres undefined) | 13 | -1.3 | 3 | 2.2 | 0.6 | -1.0 | -7 | 0.3 | -7 | 0.0 | -3
COc1ccc(C(=O)c2coc3ccc(OC(C)=O)cc23)cc1 | 0 | 14* | -6 | 4.6 | 7.3* | 0.2 | 1 | -1.2 | -3 | 2.4 | 4
Cc1ccc(S(=O)(=O)N2CCC(=O)N(C(CO)Cc3ccccc3)CC2)cc1 (centres undefined) | -1 | 0.8 | -1 | 2.7 | -0.6 | -1.4 | -5 | -0.3 | -8 | 0.0 | 0
O=C(/C=C/c1ccccc1[N+](=O)[O-])NCc1ccncc1 | -1 | -1.2 | 9 | -0.3 | -0.5 | -1.4 | -4 | -1.6 | 10 | -0.4 | 0
COc1ccc(OC)c(S(=O)(=O)N2CCNCC2)c1 | -2 | -1.4 | -4 | 1.4 | -1.4 | -0.7 | 2 | 0.6 | -4 | -0.5 | -3
CC1CCCCC1NC(=O)c1ccc(N2CCCC2=O)cc1 (centres undefined) | -1 | 0.6 | -4 | 2.0 | -1.9 | -1.1 | -1 | 1.0 | -1 | -0.4 | -1
CCOc1ccc(NC(=O)COc2ccc(C(=O)NCc3cccc(OC)c3)cc2OC)cc1 | -2 | 0.7 | 9 | -0.4 | -1.6 | -0.5 | 1 | 0.5 | -12 | -2.2 | -2
CCOC(=O)CSc1nc2ccccc2c(=O)n1CC | 2 | -1.6 | 5 | -0.5 | -2.0 | -1.1 | -2 | -0.3 | -2 | 0.2 | -3
CN(C)S(=O)(=O)N1CCC(CCCC2CCN(S(=O)(=O)N(C)C)CC2)CC1 | 0 | 1.2 | 5 | -0.7 | -0.4 | -1.2 | 1 | 1.1 | -4 | 0.5 | -2
COC(=O)[C@]12C[C@H](CC(=O)NCCc3ccccc3OC)C(=O)N(Cc3ccc(Cl)cc3Cl)C1=C[C@H](C1CCCC1)O[C@@H]2C | -9 | 1.2 | -10 | . | -2.9 | -1.1 | -4 | . | 2 | -0.9 | -2
CCN1C(c2ccccc2)=C(c2ccccc2)S/C1=C\C=C1/SC(=S)N(C)C1=O | -1 | 0.0 | 12 | -2.5 | -1.4 | -0.5 | -3 | -1.1 | 1 | 0.4 | -3
Cc1ccc(C2=CC(=O)C[C@H](c3ccc4c(c3)OCO4)C2)cc1 | 4 | 0.2 | -6 | 3.1 | -1.4 | -1.6 | 5 | 1.1 | 9 | -0.3 | 1
CCOc1ccc(CCNC(=O)Cn2cccc2C(=O)c2ccccc2)cc1OCC | -3 | -2.2 | -1 | 1.7 | -3.5 | -1.5 | 3 | -0.8 | 0 | -1.0 | -3
O=C(NCc1cccs1)C1CCC(CNS(=O)(=O)c2cccc3cccnc23)CC1 (centres undefined) | 3 | 0.1 | 6 | . | -2.6 | -0.1 | -5 | . | -10 | -0.5 | -7

Entries of single compounds as entered above. Order of screens: NPR1 activator	hgDAF-12 ag	sPLA2-III inh	GAA850 FXN act	hcDAF-12 act	ssDAF12 agonist	GC-B act	DAX1 inh-1	ADAM10 inh	DAX1 inh-2	SMARCA2 act
CC1CCCCC1NC(=O)c1ccc(N2CCCC2=O)cc1 (centres undefined) is listed as -1	0.6	-4	2.0	-1.9	-1.1	-1	1.0	-1	-0.4	-1
CCOc1ccc(CCNC(=O)Cn2cccc2C(=O)c2ccccc2)cc1OCC is listed as -3	-2.2	-1	1.7	-3.5	-1.5	3	-0.8	0	-1.0	-3

(listing goes on)
SMILES | NPR1 activator | hgDAF-12 ag | sPLA2-III inh | GAA850 FXN act | hcDAF-12 act | ssDAF12 agonist | GC-B act | DAX1 inh-1 | ADAM10 inh | DAX1 inh-2 | SMARCA2 act
O=C(NCCc1nc2ccccc2[nH]1)Nc1ccccc1 | 0 | -2.7 | -2 | 2.3 | -0.1 | -1.5 | -2 | 2.2 | 3 | -0.4 | 2
COc1ccc(C(=O)N2CCOCC2)cc1S(=O)(=O)N1CCCc2ccccc21 | -4 | -2.2 | 0 | 0.5 | -0.5 | -0.9 | -1 | 0.0 | -1 | 0.1 | 0
CCn1c(SCC(=O)NCc2ccccc2)nc2c(c1=O)SC(C)C2 (centres undefined) | -2 | 1.6 | 2 | 0.1 | -1.6 | -0.9 | -3 | -0.4 | -2 | 0.1 | 0
CCN(CC)C(=O)c1sc(NC(=O)c2ccc3c(c2)OCO3)c(C#N)c1C | 4 | -0.2 | 6 | 1.2 | -1.4 | -1.6 | 8 | 1.6 | -3 | -0.2 | -1
CN(C)S(=O)(=O)N1CCC(Oc2cccc(C(=O)N3CCCCCCC3)c2)CC1 | 2 | -1.0 | -9 | -1.9 | -2.9 | -1.9 | 3 | -0.3 | -5 | -3.6 | 0
Cn1c(SCC(=O)Nc2ccc3cn[nH]c3c2)nnc1-c1cnccn1 | 3 | 1.4 | 1 | -0.9 | 4.8 | -0.2 | -8 | 2.0 | -8 | -0.6 | 2
O=C(Nc1cccc(S(=O)(=O)Nc2ccccc2Cl)c1)c1ccc(N2CCCC2)c([N+](=O)[O-])c1 | -25 | -0.2 | -27 | 3.0 | -2.1 | -2.0 | -5 | -1.7 | 18 | -0.5 | -3
COc1cc(C(=O)N[C@@H](C)C(=O)NCc2ccco2)cc(OC)c1OC | 0 | 3.2 | 2 | 0.1 | 1.8 | -1.1 | 1 | -0.5 | -10 | -0.8 | -3
O=C(C1CN(C(=O)c2cc3cc(Cl)ccc3o2)c2ccccc2O1)N1CCCCC1 (centres undefined) | -2 | -2.5 | -3 | 1.7 | -1.1 | -1.6 | -7 | 0.5 | 12 | -2.4 | -3
CC(Oc1ccc2c(-c3ccccc3)cc(=O)oc2c1)C(=O)N1CCC[C@@H]1C(N)=O (some centres undefined) | -2 | 1.2 | 0 | 1.2 | 3.1 | -1.2 | -10 | 2.0 | -11 | 0.3 | -2
O=C(C1CCCCN1S(=O)(=O)c1ccccc1)N1CCN(C(c2ccccc2)c2ccccc2)CC1 (centres undefined) | -4 | -3.3 | -3 | -2.4 | -1.3 | -2.0 | -3 | -1.1 | 10 | -1.8 | -4
COc1ccccc1N1CCN(C(=O)C2CCCN(c3ncnc4c3nc3n4CCCCC3)C2)CC1 (centres undefined) | -6 | 1.4 | 6 | 0.6 | -0.5 | -1.2 | -5 | -0.9 | -2 | -2.1 | -1
O=C(O)c1ccc(O)c(O)c1 | 6 | -4.2 | 5 | -2.4 | -0.3 | -1.6 | 5 | 4.0 | 5 | 0.4 | 0
COc1cccc(CN2CCN(Cc3ccon3)CC2CCO)c1 (centres undefined) | -1 | -3.9 | 8 | 1.6 | -1.5 | -1.0 | 4 | -0.2 | 1 | -0.4 | -3
COC(=O)c1cccc(Oc2cccc(C(F)(F)F)c2)n1 | -7 | -0.3 | 5 | 2.0 | -1.5 | -0.8 | -13 | -0.3 | 7 | 0.1 | 11*
C/C(=N\NC(=O)COc1ccc(C(C)(C)C)cc1)c1ccc(N2CCOCC2)cc1 | 0 | 1.3 | -5 | 1.4 | 1.2 | -0.1 | -1 | -0.1 | 3 | -0.2 | 0
S=C(NCc1ccc(Cl)cc1Cl)NC1CCCCC1 | -2 | -2.3 | 13 | 3.9 | -4.0 | -0.7 | 4 | -0.6 | 15 | -0.1 | -6
CC(NC(=S)Nc1ccccc1)C1COc2ccccc2O1 (centres undefined) | 0 | 1.8 | 2 | 0.1 | 1.2 | -0.9 | -3 | -1.3 | 9 | -0.5 | 0
C=C(C)CSC1=C(C#N)C(c2ccccc2)CC(=O)N1 (centres undefined) | -3 | -1.1 | 4 | 0.3 | -0.8 | -0.6 | 1 | 1.0 | 0 | 0.5 | -3
Cc1cccc(-c2noc(CCCC(=O)Nc3cccnc3)n2)c1 | 0 | -1.6 | 0 | -8.7 | -1.9 | -1.9 | -3 | -1.2 | 4 | 0.0 | -2
COC(=O)c1cc(NC(=O)CC2C(=O)NCCN2C(=O)c2ccc(F)cc2)cc(C(=O)OC)c1 (centres undefined) | 1 | 1.2 | -5 | 0.8 | 0.8 | -0.8 | 1 | 0.3 | -4 | -0.4 | 0
C/C(N)=C(/C#N)C(=O)CSc1ncnc2ccccc12 | 0 | 2.7 | 0 | 1.1 | 0.7 | -0.2 | -2 | 0.5 | -9 | 0.4 | 0
O=C(Nc1ccc(NC(=O)c2cccc([N+](=O)[O-])c2)cc1)c1cccc([N+](=O)[O-])c1 | -3 | 1.3 | 0 | 2.2 | -1.7 | -1.1 | 0 | 0.9 | -2 | 1.0 | 1
O=C(COC(=O)CNS(=O)(=O)c1ccc2ccccc2c1)Nc1ccc2c(c1)OCO2 | 9 | -1.1 | -26 | 2.5 | 0.8 | -1.2 | -6 | 0.4 | 8 | -0.1 | -3
CC1(Cc2ccccc2F)C(=O)Nc2c(Cl)ccc(Cl)c21 (centres undefined) | -1 | -3.4 | 3 | 1.0 | -2.7 | -1.6 | 4 | . | 2 | 0.4 | -2
O=C(NCCCN1CCOCC1)c1ccc(S(=O)(=O)Nc2ccccc2F)cc1 | 3 | -0.9 | 4 | 0.6 | -1.0 | -1.6 | 2 | -0.1 | -7 | 2.0 | -1
